Source: PubChem
LRH-1 inv ag: suppresses constitutive activity of human LRH-1; HEK293T StAR-luciferase reporter, LRH-1 transfected, 24 h; inhibition, % at 3.6 µM; 360,000 tested, 0.13% active;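 active = inhibition above the mean inhibition of all tested compounds plus 3 SD, cut at about 73% in these data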;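 also: 0% = DMSO wells and 100% = reporter-only cells lacking LRH-1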
NCOA3 inh: human NCOA3 inhibition; Q9Y6Q9; HEK293 GAL4-SRC3 luciferase reporter, luminescence; inhibition, % at 3.6 µM; 360,000 tested, 0.17% active; AID 588352;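 active = inhibition above a per-campaign cutoff, the mean of all compounds plus 3 SD, cut at about 60% in these data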;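 also: 0% = DMSO-treated cells and 100% = gossypol-treated cells at 36 µM; higher means less SRC3-driven luciferase light from the GAL4 reporter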
Shn3 inh set2: Schnurri-3 reporter inhibition in Clone20 osteoblasts; Clone20 osteoblast Shn3 3'UTR firefly luciferase, 24 h; inhibition, % at 12.5 µM; 360,000 tested, 0.52% active; AID 588674;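 active = mean inhibition of at least 75% with every replicate also reaching 75%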;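 also: 0% = median of neutral control wells and 100% = pilot-screen positive control compound; some compounds past the cut are filed as inactive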
EBV LMP1 NFkB: Epstein-Barr LMP1 NF-kappaB reporter inhibition; LMP1-induced NF-kappaB luciferase reporter cells, luminescence; inhibition, % at 12.5 µM; 350,000 tested, 0.69% active; in the data active = inhibition above about 41%;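 also: 0% = neutral control wells and 100% = reference inhibitor control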
TROY signal inh: inhibitors of TROY-dependent NF-kB signaling | Q293 LMP1-TROYcd NF-kB luciferase reporter, 4 h | inhibition, % at 10 µM | 360,000 tested, 0.98% active | AID 1347056;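 active = compounds whose plate-normalised and pattern-corrected inhibition of the luciferase reporter signal at the single screening dose is 50% or more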
NR2F2 inh: inhibitors of human COUP-TFII (NR2F2); P24468; HEK293T NGFI-A luciferase reporter, luminescence; inhibition, % at 8.6 µM; 370,000 tested, 0.7% active;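 active = inhibition above a per-plate cutoff, mean inhibition of test wells between control levels plus 3 SD, cut at about 38% in these data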;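 also: cells cotransfected with COUP-TFII expression vector driving the NGFI-A reporter; 0% = median of COUP-TF2 test wells and 100% = reporter-only cells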
SRC1 inh: human NCOA1 inhibition; Q15788; HEK293 GAL4-SRC1 luciferase reporter, luminescence; inhibition, % at 3.6 µM; 360,000 tested, 0.12% active; AID 588354;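 active = inhibition above the campaign mean plus 3 SD, with each screening campaign given its own cutoff, cut at about 60% in these data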;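 also: 0% = DMSO treated cells and 100% = gossypol at 36 µM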
Target sequence (Q15788 whole entry, looked up, the tested form may be a part): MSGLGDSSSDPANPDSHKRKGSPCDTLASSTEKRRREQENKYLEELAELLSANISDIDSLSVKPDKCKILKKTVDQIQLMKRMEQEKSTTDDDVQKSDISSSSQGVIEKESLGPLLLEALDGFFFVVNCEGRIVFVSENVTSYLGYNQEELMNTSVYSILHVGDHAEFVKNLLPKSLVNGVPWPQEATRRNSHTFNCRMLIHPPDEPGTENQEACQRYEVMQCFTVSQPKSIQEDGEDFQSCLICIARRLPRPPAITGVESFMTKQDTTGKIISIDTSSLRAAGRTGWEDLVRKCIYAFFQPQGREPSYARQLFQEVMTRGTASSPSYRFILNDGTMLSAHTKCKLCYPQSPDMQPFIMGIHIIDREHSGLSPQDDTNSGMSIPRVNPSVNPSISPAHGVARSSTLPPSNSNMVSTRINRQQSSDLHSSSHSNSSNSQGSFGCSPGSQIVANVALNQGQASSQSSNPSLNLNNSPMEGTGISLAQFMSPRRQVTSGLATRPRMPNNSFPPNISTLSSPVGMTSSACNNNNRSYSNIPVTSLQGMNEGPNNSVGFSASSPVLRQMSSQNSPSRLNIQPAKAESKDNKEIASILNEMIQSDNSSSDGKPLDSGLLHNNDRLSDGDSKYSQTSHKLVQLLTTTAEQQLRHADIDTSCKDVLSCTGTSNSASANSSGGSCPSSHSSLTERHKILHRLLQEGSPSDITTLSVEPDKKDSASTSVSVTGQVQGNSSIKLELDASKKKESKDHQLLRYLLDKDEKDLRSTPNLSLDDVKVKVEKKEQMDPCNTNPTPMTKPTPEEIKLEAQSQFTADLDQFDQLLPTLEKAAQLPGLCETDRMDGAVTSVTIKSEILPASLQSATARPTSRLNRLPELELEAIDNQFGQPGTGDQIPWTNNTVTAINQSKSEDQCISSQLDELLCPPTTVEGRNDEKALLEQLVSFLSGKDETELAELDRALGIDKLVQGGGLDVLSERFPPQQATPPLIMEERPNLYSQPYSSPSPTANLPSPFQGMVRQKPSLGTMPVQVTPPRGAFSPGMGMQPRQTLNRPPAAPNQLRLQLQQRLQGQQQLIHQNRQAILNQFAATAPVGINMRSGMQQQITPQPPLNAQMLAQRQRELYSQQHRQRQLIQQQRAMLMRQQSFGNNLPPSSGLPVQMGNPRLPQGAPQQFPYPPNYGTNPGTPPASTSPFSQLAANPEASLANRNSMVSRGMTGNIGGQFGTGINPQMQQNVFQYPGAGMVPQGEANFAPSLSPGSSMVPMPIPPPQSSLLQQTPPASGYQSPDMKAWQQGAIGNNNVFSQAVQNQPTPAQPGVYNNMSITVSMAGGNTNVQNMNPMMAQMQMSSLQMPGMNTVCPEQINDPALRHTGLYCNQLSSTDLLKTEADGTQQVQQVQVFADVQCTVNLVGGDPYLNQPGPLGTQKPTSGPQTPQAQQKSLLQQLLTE
CF NFkB inh: inhibitors of cystic fibrosis induced NF-kB; KKLEB NF-kB-GFP reporter, PAF-induced, GFP fluorescence overnight; inhibition, % at 5 µM; 360,000 tested, 0.86% active;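 active = at least 50% inhibition at 5 µM, scaled per plate between neutral and stimulator controls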;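 also: PAF is a Pseudomonas aeruginosa culture filtrate used as stimulus; plate controls were PAF-stimulated DMSO wells for no effect and unstimulated DMSO wells for full effect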
KKLEB cytotox: counter-screen for CF NF-kB inhibitors: cytotoxicity; KKLEB CF airway cells viability, ATPlite luminescence, overnight; stronger effect = lower value; cells stimulated with P. aeruginosa culture filtrate; activity change (cytotoxicity), % at 5 µM; 360,000 tested, 0.36% active; AID 602141;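 active = corrected activity change at or below -50% at 5 µM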
TWEAK-Fn14 inh: blocks TWEAK-Fn14 interaction in a reporter cell assay; TWEAK-stimulated Fn14 reporter cells, luciferase luminescence, 8 h; inhibition, % at 10 µM; AID 1159606; 360,000 tested, 2% active; in the data active = inhibition above about 50%
TRAIL sens C8: caspase-8 TRAIL sensitization; NB7+C8 cells + TRAIL, ATPlite viability luminescence; inhibition (viability loss, TRAIL sensitization), % at 10 µM; 360,000 tested, 1% active;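 active = compounds causing at least 50% loss of cell viability in the single-dose screen, relative to plate controls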
* marks the source's active call; other numbers are inactive results; . = no result given. These rows are one share of the data. The share of hits here may be higher or lower than overall.

SMILES	LRH-1 inv ag	NCOA3 inh	Shn3 inh set2	EBV LMP1 NFkB	TROY signal inh	NR2F2 inh	SRC1 inh	CF NFkB inh	KKLEB cytotox	TWEAK-Fn14 inh	TRAIL sens C8
COc1ccc(C)cc1S(=O)(=O)Nc1ccccc1	-6	10	-3	-15	3	.	1	-4	-10	7	-14
COc1ccc(COc2cc(-c3cccc(OC)c3)nc3ccc(NC(=O)c4ccc(Cl)cc4)cc23)cc1	-9	-2	18	-14	7	-8	1	5	3	-60	21
Cn1c(N)c(C(=O)COC(=O)CNC(=O)c2ccccc2F)c(=O)n(C)c1=O	1	-3	1	-4	-6	5	1	5	-9	-2	0
CCc1nnc(NC(=O)c2nn(-c3ccccc3)nc2C)s1	21	-3	-5	-7	-16	16	7	0	5	-2	6
O=c1oc2c(-c3cccc(F)c3)cc(O)cc2s1	-10	-1	-13	2	-10	15	-22	-1	14	31	-2
CCc1ccc(N(CC(=O)NC(C)C)C(=O)CCC(=O)Nc2ccccn2)cc1	4	-2	-3	-19	-8	-15	-18	18	5	-16	-1
COc1ccc(NS(=O)(=O)c2ccc(NC(=O)Cc3cccs3)cc2)cc1	-3	14	31	6	65*	6	14	1	-1	38	13
CC(=O)C[C@@H](O)CC(=O)[C@@H]1OC(=O)CCCCCCCc2ccccc21	21	-4	10	-10	-11	-3	1	8	-2	-2	-32
CCOc1ccc(CCNC(=O)CSCc2ccc(C)cc2)cc1OCC	14	23	0	2	17	12	32	12	-6	-14	21
CC(C)Cn1c(N)c(C(=O)COC(=O)[C@@H]2CCCN2C(=O)c2cccs2)c(=O)n(C)c1=O	-7	10	2	6	13	20	-5	5	-4	-26	3
CCOC(=O)c1c(-c2cccc([N+](=O)[O-])c2)csc1NC(=O)C1CC1	8	-44	34	10	21	8	-9	8	-11	0	1
COc1cccc(NC(=O)CCS(=O)(=O)c2cccs2)c1	-61	-23	-5	-13	-36	-25	-70	2	11	-2	3
O=C(CN(CCc1ccccc1)C(=O)Cn1nnc(-c2cccs2)n1)NCc1ccco1	-15	10	-22	5	4	6	6	-10	3	10	9
Cc1cc(C)cc(OCC(=O)NNC(=O)c2cc3ccccc3oc2=O)c1	-19	-14	-16	10	-31	-13	-1	-21	12	-8	3
O=C(/C=C/c1cc2c(cc1Br)OCO2)NCc1ccc(Cl)cc1	7	-21	-1	-7	-10	3	-1	-8	-2	-19	-1
OC(C[n+]1ccccc1)c1ccccc1 (stereo not drawn)	6	-9	-23	-22	7	-23	-8	9	1	-9	-8
O=C(Nc1cccc(Cl)c1)C1CCCN(S(=O)(=O)c2ccc(F)cc2)C1 (stereo not drawn)	-3	3	16	-8	13	13	2	8	-3	17	22
O=C(COC(=O)c1cc(=O)c2ccccc2o1)Nc1ccccc1F	11	-18	-13	5	23	-2	2	-22	10	6	-8
O=C(c1cc2ccccc2o1)N1CCN(S(=O)(=O)/C=C/c2ccccc2)CC1	19	12	35	6	-9	11	-3	8	3	29	-4
OC(CN1CCN(Cc2ccccc2)CC1)c1ccccc1 (stereo not drawn)	-1	11	14	-3	17	-15	-1	13	0	-26	-13
O=c1/c(=C/c2ccc(CNS(=O)(=O)c3ccccc3)o2)sc2n1CCN=2	-12	10	-13	-53	-21	-13	-3	20	-11	5	-1
COc1ccc(-c2nnc3n2-c2ccccc2SC3)cc1OC	5	5	-2	4	7	-4	-9	-1	-2	9	-8
C=CCSc1nc2ccccc2n1Cc1nnc(-c2cccs2)o1	-8	-9	28	5	-9	6	-9	2	0	15	-13
CC(C)C(NC(=O)c1ccc(F)cc1)C(=O)N1CCN(c2ccccn2)CC1 (stereo not drawn)	2	24	-25	-4	-16	-2	1	8	-30	2	-1
COC(=O)c1c(NC(=O)COC(=O)c2ccccc2O)sc2c1CCCCC2	1	7	7	12	1	-4	1	29	-26	-24	-3
O=C1CC(NNc2ccccc2)C(=O)N1c1ccccc1 (stereo not drawn)	-21	14	13	-7	-19	-14	-10	4	5	-10	-5
Cc1ccc(-n2cc(CCCCCCCCC(=O)O)nn2)cc1	28	-4	6	-2	-9	-5	6	-4	5	-11	-20
CCOc1ccccc1NC(=O)c1cccc(NC(=O)C(C)C)c1	3	2	1	14	5	10	-6	7	5	11	-3
CN1C(=O)C(CCC(=O)O)NC1=S (stereo not drawn)	-12	-9	12	-15	-7	12	-5	-9	11	-12	-2
COc1ccc(NS(=O)(=O)c2cc(NC(=O)/C=C/c3ccccc3OC)ccc2N2CCCCC2)cc1	12	27	14	7	4	11	11	0	24	-12	-6

3 entries from above, with two lines to a compound.
Below each SMILES: LRH-1 inv ag	NCOA3 inh	Shn3 inh set2	EBV LMP1 NFkB	TROY signal inh	NR2F2 inh	SRC1 inh	CF NFkB inh	KKLEB cytotox	TWEAK-Fn14 inh	TRAIL sens C8
> O=c1oc2c(-c3cccc(F)c3)cc(O)cc2s1
→ -10	-1	-13	2	-10	15	-22	-1	14	31	-2
> CCc1nnc(NC(=O)c2nn(-c3ccccc3)nc2C)s1
→ 21	-3	-5	-7	-16	16	7	0	5	-2	6
> O=C(c1cc2ccccc2o1)N1CCN(S(=O)(=O)/C=C/c2ccccc2)CC1
→ 19	12	35	6	-9	11	-3	8	3	29	-4

(continued)
SMILES	LRH-1 inv ag	NCOA3 inh	Shn3 inh set2	EBV LMP1 NFkB	TROY signal inh	NR2F2 inh	SRC1 inh	CF NFkB inh	KKLEB cytotox	TWEAK-Fn14 inh	TRAIL sens C8
CC(=O)N1C(C(=O)O)Cc2c([nH]c3ccccc23)C1C (stereo not drawn)	-3	0	-17	-6	-5	-11	-1	-2	-1	-3	17
COc1cccc(NC(=S)C(C#N)=C2N(C)c3ccccc3N2C)c1	3	-2	-6	-2	-5	-9	4	3	-5	-12	6
CCOC(=O)/C(N=Nc1sc(C(=O)OC)c(C)c1C(=O)OCC)=C(\O)CCl	-45	5	27	1	-9	10	-22	-6	2	14	13
COc1ccc(NC(=O)c2c(Cl)n(C)c3ccccc23)cc1	-46	-43	-29	-10	-63	-29	-84	-7	-8	-6	34
COc1ccc(C(=O)n2nc(-c3ccco3)nc2N)cc1OC	-10	2	-1	11	12	8	3	30	-1	35	14
O=c1[nH]cnc2c1N=C(c1cccc([N+](=O)[O-])c1)CC(c1ccccc1)N2 (stereo not drawn)	13	2	1	-1	-7	-19	14	-13	-18	7	-12
CCOC(=O)N1CCN(C(=O)Cc2ccc(Cl)cc2)CC1	-8	-19	-11	2	-16	-3	-21	12	-7	16	-8
CC(=O)Nc1cccc(NS(=O)(=O)c2c(C)noc2C)c1	-10	-53	-4	-2	18	-1	9	5	11	7	14
Cc1c(NC(C)c2ccccc2O)c(=O)n(-c2ccccc2)n1C (stereo not drawn)	14	-4	-2	12	7	-13	-4	12	-10	-5	-10
COc1ccc(C(=O)N(C)C2CCCc3ccccc32)cc1OC1CCN(C(C)C)CC1 (stereo not drawn)	-11	12	30	2	-18	-6	1	-9	6	11	-11
Cc1cc(N2CCN(c3ccc(F)cc3)CC2)nc(-c2ccccc2)n1	1	24	-1	-4	5	18	-14	-4	4	11	0
O=C(CC1CCCC1)Nc1cc(C(F)(F)F)ccc1-n1cncn1	11	5	-22	-7	-1	-6	-15	13	0	2	-9
O=C1CC(C2CCCO2)C(=O)N1c1ccc(Cl)c(Cl)c1 (stereo not drawn)	-2	-5	-31	-8	-4	7	3	-10	-2	-8	-17
CN(C)S(=O)(=O)c1cccc(C(=O)Nc2ccc(C(=O)Nc3cccc(S(N)(=O)=O)c3)cc2)c1	-16	-3	59	6	-4	16	-13	-8	12	23	-3
O=C(CN1CC[C@@]2(O)CCCC[C@H]2[C@@H]1c1ccc(F)cc1)NCc1ccco1	-6	1	24	-7	-18	-17	9	20	-15	6	1
C[C@@H]1CN([C@@H](C)CO)C(=O)CCCn2nncc2CO[C@H]1CN(C)Cc1ccccc1	-4	13	-9	-4	10	-7	9	-5	5	-16	-5
COc1ccc(C2=NN(C(C)=O)CC2c2cccc([N+](=O)[O-])c2)cc1 (stereo not drawn)	1	21	8	-5	-12	2	-19	2	11	-19	8
CC(C[N+](C)(C)C)OC(N)=O (stereo not drawn)	-4	-1	22	6	1	-12	2	3	-66*	11	-4
COc1ccc(C2C(=O)c3ccccc3C2=O)c(OC)c1	1	-4	-6	8	-9	7	-20	1	6	13	-6
Cc1ccc2c(c1)CCCO[C@]21O[C@H](CCO)C[C@H](O)[C@H]1O	-12	19	-16	.	0	-6	3	8	-7	-1	-1
c1coc(-c2nc(N=C3N=c4ccccc4=N3)[nH]c2-c2ccco2)c1	1	-8	2	5	2	0	-11	14	-3	2	-11
COc1ccc(NC(=O)c2cc(C)nc3ccccc23)c(OC)c1	12	0	-5	5	2	-16	0	-10	15	-1	6
Cc1ccc(N(C)S(=O)(=O)c2cccc(C(=O)Nc3nnc(C4CC4)s3)c2)cc1	7	12	-3	-4	38	10	0	-2	-1	24	13
O=[N+]([O-])c1ccccc1/C=N/NC1=NS(=O)(=O)c2ccccc21	21	8	3	5	-15	21	2	9	-27	1	-19
CN1CCN(c2ccc(CNC(=O)C3Cc4c(-c5cccc(F)c5)ccnc4O3)cc2)CC1 (stereo not drawn)	-20	-7	18	.	9	14	4	-8	0	-11	-3
Cc1cc(C)cc(NC(=S)NC(=O)Cc2ccccc2)c1	17	12	-4	8	9	8	8	18	-5	-3	-7
Cc1ccc(C)c(S(=O)(=O)NCC(=O)NCc2ccco2)c1	17	15	7	-9	10	-13	11	-8	1	-5	3
O=C(CSc1nc2nccnc2c(=O)n1Cc1cccs1)Nc1ccccc1F	-5	-3	0	3	1	-8	13	29	-10	-6	2
O=C(Cn1ncc(Cl)c(Cl)c1=O)N1CCOCC1	-30	4	9	6	-2	-4	-34	48	-10	81*	-3
Cc1ccc(NC2CCCN(C(=O)CCC3=NNC(=O)CC3)C2)cc1C (stereo not drawn)	12	4	-14	-9	1	-14	-17	2	-3	8	15
O=S(=O)(/C=C/c1ccccc1)N1CCc2ccccc2C1	-7	-7	-17	-2	11	-11	-5	7	-2	7	14
O=C(COc1ccccc1Cl)NCCNC(=O)c1ccco1	-10	-11	8	5	8	-21	3	11	4	-2	-4
CC(=O)c1cccc(S(=O)(=O)N(CCCO)Cc2cc3ccc(C)cc3[nH]c2=O)c1	2	7	-6	-3	-5	6	-3	-1	5	8	-2
CCNc1nc(NCC)nc(N(C)n2cnnc2)n1	-20	1	5	0	5	-4	3	2	-13	4	1
CC(=O)Nc1ccc(NC(=O)C(C)OC(=O)c2cc(S(=O)(=O)N3CCOCC3)ccc2Cl)cc1 (stereo not drawn)	-21	-50	1	0	-3	14	3	3	5	-28	2
Cc1ccc(N2CCCn3c2cc(C)c(C#N)c3=O)cc1Cl	-5	-1	9	9	-17	-1	18	-19	-11	5	-12
CCOc1cc(C(=O)NCc2nnc(SCC(=O)OC)n2C)cc(OCC)c1OCC	-20	9	15	-5	2	-10	-4	-10	9	12	-3
CC(C)CNC(=O)C1C2C=CC(C2)C1C(=O)O (stereo not drawn)	-10	-5	-9	-5	-9	9	-3	3	2	12	7
COC(=O)C(Cc1c[nH]c2ccccc12)NC(=O)c1cccc(S(=O)(=O)N2CCCCC2)c1 (stereo not drawn)	12	9	7	-8	12	14	-14	17	-9	-2	-6
